Screening data from PubChem BioAssay.
DAX1 inh-1 – inhibitors of DAX1 repression of SF-1 activated StAR promoter; 370,000 tested, 1.1% active; inhibition, % at 6.8 µM; AID 652010; HEK293T StAR-luciferase reporter, SF-1/DAX-1 repression relief;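 active = inhibition above the mean over all tested compounds plus 3 SD, cut at about 3.6% in these data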;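 also: 0% = DAX-1 cells with DMSO and 100% = cells lacking DAX-1 with DMSO; higher inhibition means more luminescence from relief of DAX-1 repression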
FXN GAA850 act – frataxin GAA850 promoter activation; 360,000 tested, 0.56% active; AID 540364; activation, % at 6 µM; HEK293 lucGAA850 FXN promoter luciferase reporter, 24 h; percent of 10 µM SAHA response;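 active = activation above the average of all compounds screened plus 3 SD, cutoff fixed separately per campaign, cut at about 7.5% in these data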;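 also: 0% = DMSO wells and 100% = 10 µM SAHA wells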
ssDAF12 agonist – S. stercoralis DAF-12 activation, primary screen; HEK293 ssDAF-12/GRIP1 lit1-tk-luc reporter, luminescence; % of 3 µM dafachronic acid response; activation, % at 6.8 µM; 370,000 tested, 1% active; AID 652126;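 active = activation above the mean over all tested compounds plus 3 SD, cut at about 0.9% in these data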;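 also: 0% = DMSO-only wells and 100% = 3 µM delta7-dafachronic acid wells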
hgDAF-12 ag – agonists of H. glycines DAF-12 nuclear receptor | HEK293 GAL4-hgDAF12 UAS-luciferase reporter, agonist luminescence; normalized to butyrate control | activation, % at 6.8 µM | 370,000 tested, 1.8% active | AID 687014;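 active = activation above a cutoff set at the mean of all screened compounds plus 3 SD, cut at about 10% in these data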;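 also: 0% = DMSO wells and 100% = sodium butyrate wells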
HGIII-sPLA2 inh – Blocks human group III sPLA2 activity; Q9NZ20; QFRET BODIPY PC-A2 liposome hydrolysis, fluorescence; inhibition, % at 12.2 µM; 370,000 tested, 0.56% active; AID 743126;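 active = inhibition above mean plus 3 SD of compounds lying within the high and low control bounds, cut at about 19% in these data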;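 also: 0% = median of test compound wells and 100% = no enzyme DMSO wells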
Target sequence (Q9NZ20 whole entry, looked up): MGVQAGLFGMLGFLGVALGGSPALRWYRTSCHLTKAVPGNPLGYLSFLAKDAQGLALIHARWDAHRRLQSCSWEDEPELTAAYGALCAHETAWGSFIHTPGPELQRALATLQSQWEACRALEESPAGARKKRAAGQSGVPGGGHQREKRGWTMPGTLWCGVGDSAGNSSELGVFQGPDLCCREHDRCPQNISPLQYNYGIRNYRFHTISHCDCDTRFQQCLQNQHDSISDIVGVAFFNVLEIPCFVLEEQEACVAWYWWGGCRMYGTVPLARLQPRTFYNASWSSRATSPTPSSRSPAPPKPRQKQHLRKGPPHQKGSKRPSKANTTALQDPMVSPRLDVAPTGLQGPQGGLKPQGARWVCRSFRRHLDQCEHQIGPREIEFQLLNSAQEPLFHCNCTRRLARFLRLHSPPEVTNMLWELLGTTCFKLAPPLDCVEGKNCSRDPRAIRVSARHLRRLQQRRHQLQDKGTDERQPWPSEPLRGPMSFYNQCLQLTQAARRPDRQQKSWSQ
hcDAF-12 act – H. contortus DAF-12 activation, primary screen; HEK293 hcDAF-12 lit1-tk-luc reporter, luminescence; 0% DMSO, 100% Δ7-dafachronic acid; AID 652067; 370,000 tested, 1.4% active; activation, % at 6.8 µM;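 active = activation above the mean of all tested compounds plus 3 SD, cut at about 5.5% in these data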;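 also: 100% = response to 3 µM Δ7-dafachronic acid high control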
SMARCA2 activ – activators of SMARCA2 function | 370,000 tested, 1% active | activation, % at 9.1 µM | MG213 cells, MMTV-luciferase reporter, dexamethasone, overnight | AID 652017; in the data active = activation above about 7.8%;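 also: 0% = vehicle wells and 100% = reference activator wells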
proKLK7 act – proKLK7 (human) activation, primary screen; P49862; purified proKLK7, EDANS-DABCYL substrate fluorescence; 100% is mature enzyme control, 0% vehicle; activation, % at 7 µM; 370,000 tested, 0.9% active; AID 652039;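 active = activation above the mean of all tested compounds plus 3 SD, computed per campaign excluding outliers beyond control limits, cut at about 13% in these data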
Target sequence (P49862 whole entry, looked up): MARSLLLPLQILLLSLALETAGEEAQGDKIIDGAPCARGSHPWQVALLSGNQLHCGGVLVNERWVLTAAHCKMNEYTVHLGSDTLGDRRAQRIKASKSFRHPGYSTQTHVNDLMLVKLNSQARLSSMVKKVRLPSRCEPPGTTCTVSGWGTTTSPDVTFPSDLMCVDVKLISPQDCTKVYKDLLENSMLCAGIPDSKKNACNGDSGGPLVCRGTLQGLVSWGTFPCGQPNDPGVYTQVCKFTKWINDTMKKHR
DAX1 inh-2 – inhibits human nuclear receptor DAX1 | P51843 | HEK293 Gal4-DAX1 luciferase reporter, luminescence | inhibition, % at 6.75 µM | 340,000 tested, 0.99% active | AID 504766;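 active = inhibition above the mean over all tested compounds plus 3 SD, cut at about 4.2% in these data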;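 also: 0% = DAX1-transfected cells with DMSO and 100% = empty-vector control cells with DMSO; inhibition shows as a rise in luminescence from relieved DAX1 repression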
Target sequence (P51843 207-470 limits assumed): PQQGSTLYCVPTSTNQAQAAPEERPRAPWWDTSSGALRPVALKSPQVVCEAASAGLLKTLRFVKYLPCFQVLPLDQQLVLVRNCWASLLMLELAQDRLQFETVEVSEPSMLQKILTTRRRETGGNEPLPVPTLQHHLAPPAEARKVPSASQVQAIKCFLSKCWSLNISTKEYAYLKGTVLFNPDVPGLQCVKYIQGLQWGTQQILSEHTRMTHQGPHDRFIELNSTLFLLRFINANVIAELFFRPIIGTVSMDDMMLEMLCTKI
NPR2 activator – GC-B (human) receptor activation; activation, % at 10 µM; P20594; HEK293-GC-B cells, CNP EC30, cGMP TR-FRET; 0% at EC30 CNP, 100% saturating CNP; 370,000 tested, 0.11% active;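 active = activation at 10 µM reaching about 35% in either raw or pattern-adjusted values, limit read from the data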
NPR1 activator – GC-A (human) enzyme activation; activation, % at 10 µM; 370,000 tested, 0.14% active; HEK293 GC-A cells, cGMP TR-FRET, EC30 ANP; 0% at EC30 ANP, 100% saturating ANP; in the data active = activation above about 40%
The depositor's hits bear a star; · = not tested or not shown.

SMILES	DAX1 inh-1	FXN GAA850 act	ssDAF12 agonist	hgDAF-12 ag	HGIII-sPLA2 inh	hcDAF-12 act	SMARCA2 activ	proKLK7 act	DAX1 inh-2	NPR2 activator	NPR1 activator
CC(=NNC(=S)N1CCC1)c1ccccn1	-4.8	-12	-1.4	-5.3	13	-3.6	-1	0.3	-5.7	8	4
COc1ccc(NC(=O)CN(C)C(=O)c2cc(-c3ccc(OC)cc3)nc3ccccc23)cc1	-4.2	0.0	-1.5	-4.4	-13	-2.6	3	-15	-2.6	-3	1
CCCCCCCCCCNC(=O)CCn1[nH]c(=O)c2ccccc2c1=O	0.2	-1.3	-1.2	3.5	-1	-1.4	4	0.0	-0.1	-5	-1
CCN(CC)CCCNc1nc2ccccc2c2nc(-c3ccncc3)nn12	0.8	-1.1	-0.5	9.8	-1	4.2	23*	0.5	1.1	-7	-4
O=C(NCc1cn2ccccc2n1)c1ccc2c(c1)OCO2	0.0	-1.0	-1.3	1.1	0	0.9	2	-0.5	2.0	1	1
Cc1ccc(Nc2nc(Cl)c(C=O)s2)cc1	-1.3	0.8	-1.3	2.7	-2	2.9	8.4*	0.3	0.1	-7	0
Cc1ccc(S(=O)(=O)N2CCN(C(=O)Cn3nc(C)c([N+](=O)[O-])c3C)CC2)cc1	-0.9	-1.6	-0.9	0.2	-4	-0.2	-2	0.0	-1.3	3	-3
Cc1ccc(N(CC(=O)NCc2ccccc2Cl)S(=O)(=O)c2c(C)noc2C)cc1	0.3	-1.5	-0.6	-1.3	6	0.2	1	-0.6	0.4	-4	3
C[C@H]1CCC(=O)N([C@H](CC#N)Cc2ccccc2)CC1	-0.2	-0.3	-1.0	-2.2	8	-0.4	0	0.4	-0.9	-13	-3
CC(=O)Nc1c(-c2ccc(C(F)(F)F)cc2)nc2ncccn12	-0.5	·	-0.4	1.5	2	0.2	1	11	·	-2	3
COc1cc(NC(=O)C2CCC(=O)N2S(=O)(=O)c2ccc(C)cc2)cc(OC)c1 (stereo not given)	-0.3	0.5	-1.3	0.8	-19	-1.0	0	0.1	-0.6	3	-2
Cc1ccc(NC(=O)COC(=O)CN2C(=O)c3ccccc3C2=O)cc1S(=O)(=O)N(C)C	0.0	0.5	-2.1	-0.6	-3	-1.9	0	-0.1	-1.4	0	0
Cc1ccc(SCc2cc(=O)[nH]c(Nc3nc(C)c4ccccc4n3)n2)cc1	-0.1	2.0	0.0	-1.1	-3	6.1*	-1	0.0	0.4	2	0
Cc1nc2c(C)cccc2c2c1CCS2	0.1	0.4	-1.1	3.2	-3	-0.7	-2	-0.5	-0.7	-12	0
Cc1ccc(-c2cc(-c3ccccc3)nc(N(C)N)n2)cc1	-0.3	2.8	-1.4	2.9	-2	-0.9	-1	-0.6	0.9	-1	1
Cc1cnc(C(=O)Oc2c(C)ccc(C)c2C)cn1	-1.9	-0.8	-2.2	4.0	4	-0.1	-4	0.2	2.6	-2	-4
COc1cc(C=O)c(Br)cc1OCc1ccc(C)cc1	2.0	6.8	0.8	4.3	2	0.8	1	-0.4	-1.2	-6	0
C[C@@H]1CN([C@H](C)CO)C(=O)CCCn2cc(nn2)CO[C@H]1CN(C)C(=O)OCc1ccccc1	0.1	-0.1	-0.9	-1.4	9	0.8	-7	-1.0	1.2	-1	1
N#Cc1c2c(c(-n3cnc4ccccc43)n3c1nc1ccccc13)CCC2	0.2	-1.4	-0.4	0.6	1	0.9	0	0.0	0.3	-16	12
Cc1ccc(SCC(=O)NC(=O)NCCC(C)C)c(C)c1	0.8	0.7	-1.1	3.5	-3	-1.3	-2	-0.1	1.9	0	-1
CCC(=O)Nc1ccc(S(=O)(=O)N2CCOCC2)cc1	-0.2	-1.5	-1.2	-1.9	5	2.4	-3	0.3	0.6	2	1
CN(c1ccc(OCC(=O)NCc2cccnc2)cc1)S(=O)(=O)c1ccc(Cl)cc1	-1.2	-1.2	-2.3	0.3	1	-0.4	-2	0.0	0.4	0	-7
CCOC(=O)c1c(S(=O)(=O)N2CCN(C)CC2)c(C)n(C)c1C	0.4	-1.2	-0.3	-1.5	4	-0.6	-1	0.3	0.5	6	1
COc1cc(CN(CC2CCCO2)C(=O)c2cccs2)cc(OC)c1OC (stereo not given)	0.1	-2.0	-0.1	-2.0	3	0.2	-3	0.4	0.5	-1	0
CCOC(=O)NC1CCc2cc(OC)c(OC)c(OC)c2-c2ccc(SC)c(=O)cc21 (stereo not given)	5.0*	0.3	-0.7	-5.6	2	-0.7	2	0.0	-0.3	-5	-5
Nc1cccc(Cl)c1N1CCOCC1	-0.1	-0.1	-1.4	-0.8	1	-0.3	-2	0.2	-0.2	7	2
COCCNc1nc(-c2cc(F)ccc2C)c2sc(-c3ccccc3)cc2n1	0.4	-1.3	-2.0	-0.9	-2	-0.1	0	-0.9	·	-2	-6
COc1cc(/C=N/NC(=O)c2c(-c3ccccc3)noc2C)ccc1O	-0.8	-0.5	-1.3	-1.3	-1	-1.4	0	0.4	-0.2	1	0
O=C(CSc1cccc[n+]1[O-])N1CCCCCC1	-0.1	0.5	-0.9	-2.2	0	0.6	0	-0.1	0.9	-3	5
CCCN(C(=O)COC(=O)CNC(=O)c1ccc2ccccc2c1)c1c(N)n(Cc2ccccc2)c(=O)[nH]c1=O	0.7	2.2	-1.5	0.9	-24	1.6	-2	-0.3	-0.2	-2	2
Cc1ccc(NC(=O)C(C)N2C(=O)c3ccccc3C2=O)nc1 (stereo not given)	-0.2	1.4	-2.0	2.6	-1	1.4	-1	0.1	0.5	-7	1
CCOC(=O)C1=C(COC(=O)CNS(=O)(=O)c2c(F)cc(F)cc2Br)NC(=O)NC1C (stereo not given)	1.7	0.2	-0.9	-3.3	-2	1.9	-1	0.2	0.2	-2	-1
NC(=O)CC[C@@H]1NC(=O)[C@H](CO)NC(=O)c2cc([N+](=O)[O-])cc(I)c2NCC[C@@H](C(N)=O)NC1=O	-0.3	1.4	-1.0	-0.9	12	0.8	-1	-0.8	1.1	7	2
O=C1C(NS(=O)(=O)c2ccccc2)=C(N2CCN(c3ccc(F)cc3)CC2)C(=O)c2ccccc21	-0.8	2.8	-1.5	0.2	10	-2.0	-4	1.0	-1.0	-8	-6
O=C(COc1ccccc1F)NCc1nc2ccccc2[nH]1	0.1	1.1	-0.8	-0.8	5	-1.5	1	-0.9	-1.2	4	0
CC(C)c1ccc(C(O)P(=O)(OC2CCCCC2)OC2CCCCC2)cc1 (stereo not given)	0.6	-0.5	-0.9	-0.1	7	-1.4	-2	-0.5	·	0	3
CCCCn1nc(C(=O)NC2=NCCS2)c2ccccc2c1=O	-0.8	-2.2	-1.1	-1.4	1	1.0	2	0.2	-0.2	11	2
CCOc1ccc(/C=C2\SC(N3CCc4ccccc4C3)=NC2=O)cc1	0.4	-2.2	-1.4	3.0	-1	0.1	9.0*	-0.2	-0.5	-15	-24
COC(=O)/C(=C\C(=O)c1ccccc1)Nc1cccc(C(F)(F)F)c1	0.9	2.4	0.4	5.4	5	2.1	4	-0.5	0.5	-4	0
N#Cc1cn(-c2ccccc2)nc1-c1ccc2c(c1)OCCO2	1.6	2.6	-0.3	6.0	2	0.9	0	0.3	0.0	-3	2
CSCC[C@H](NC(=O)[C@H](Cc1ccccc1)n1c(=O)[nH]c2ccccc2c1=O)C(=O)N1CCC[C@@H]1C(=O)O	-0.4	-1.0	-1.8	-1.5	-2	0.1	0	-0.3	0.6	0	-1
CNc1c([N+](=O)[O-])cnn1-c1ccc(Cl)cc1Cl	0.1	1.5	-1.4	-1.7	2	-0.8	1	0.2	1.2	3	-4
C[C@@H]1OC(C2CCCCC2)N(C)[C@H]2C[C@H]3c4cc(-c5ccc6c(c5)OCO6)ccc4CCN3C[C@@H]12 (stereo not given in full)	0.1	·	-0.3	3.3	-1	1.3	-3	0.1	·	1	-1
Cc1cccc(NC(=S)NCCC(C)C)c1	-0.1	2.6	-1.3	2.2	12	0.9	2	0.3	-1.6	6	4
O=S(=O)(c1ccc(Cl)cc1)n1c(Cc2ccccc2)nc2ccccc21	-0.6	-1.6	-1.6	-0.2	9	-0.8	-1	-0.2	1.4	-3	-3
O=C(CCn1cccn1)N1CCCC(N2CCN(c3cccc(C(F)(F)F)c3)CC2)C1 (stereo not given)	-1.6	1.6	-1.0	1.7	7	-2.6	0	-0.4	-0.8	0	2
CCCCCC(=O)N(Cc1ccccc1)c1c(N)n(CCOC)c(=O)[nH]c1=O	0.6	0.6	-0.9	-1.8	2	-1.8	-2	-0.1	0.1	2	3
C(=N\Nc1nncc2ccccc12)/c1ccccn1	-0.7	-10	-0.2	8.4	12	2.4	4	-0.3	-2.0	-7	-2
O=C(NCc1ccco1)C(c1ccccc1)N(Cc1cccnc1)C(=O)Cn1nnc2ccccc21 (stereo not given)	-0.1	0.5	-0.5	-1.5	-6	-0.8	1	0.9	2.1	-1	-5
COc1cc(OC)c(OC)cc1C=NCC1(c2ccccc2)CCCC1	0.3	-1.8	-0.5	1.6	14	-3.3	-1	-0.7	-0.6	-3	-5

(continued)
SMILES	DAX1 inh-1	FXN GAA850 act	ssDAF12 agonist	hgDAF-12 ag	HGIII-sPLA2 inh	hcDAF-12 act	SMARCA2 activ	proKLK7 act	DAX1 inh-2	NPR2 activator	NPR1 activator
O=C1NC(=S)NC1=Cc1ccc(O)cc1	0.1	-1.3	-1.1	-0.8	3	2.0	-3	-0.6	0.7	-6	-5
O=[N+]([O-])c1cc(CSC2=NCCN2)ccc1O	-0.5	-0.6	-0.8	6.0	8	0.6	-3	-0.3	0.0	-2	1
COc1ccc(C(=O)NNC(=O)c2ccc(S(=O)(=O)N3CCOCC3)cc2)cc1	-0.3	2.3	-0.8	0.8	-2	1.6	3	-0.7	-0.4	3	1
O=C(NCc1ccccc1Cl)C1CCN(c2ncnc3c2nc2n3CCCCC2)CC1	-0.1	0.7	-0.8	-1.0	5	-1.0	-4	0.2	0.9	-4	1
Cc1nc2nc(SCC(=O)O)nn2c(C)c1Cc1ccccc1Cl	0.4	0.3	-1.1	3.5	-3	-0.7	-1	0.0	3.3	1	0
Cc1ccc(NC(=O)CCC(=O)NNC(=O)C(c2ccccc2)c2ccccc2)c(C)c1	-1.1	-0.1	-1.5	0.1	0	-0.3	-2	0.0	1.5	1	5
Cc1noc(C)c1S(=O)(=O)Nc1ccccc1N1CCOCC1	0.0	0.3	-1.1	-1.9	15	-1.0	-4	-0.6	-0.5	5	6
O=C(CNC(=O)c1ccccc1)OC(C(=O)c1ccccc1)c1ccccc1 (stereo not given)	0.0	2.7	-1.9	0.5	-3	-0.7	-1	-0.4	0.0	1	2
Cc1nc2ccc(NC(=O)c3ccc(Cl)s3)cc2s1	4.1*	4.3	-0.4	8.7	-2	-0.3	5	13*	4.9*	-15	-3
